# Source: PubChem BioAssay
# PL synth Enamine: animal cell phospholipid biosynthesis inhibition, Enamine screen; AID 1347385; actives 0.4% (n = 20,000); calls only at 10 µM; ZR-82 CHO cells, pyrene fatty acid UV survival, CellTiter Blue; peroxisome-deficient CHO-K1 mutant line; plus DGAT-1, DGAT-2 and ACAT inhibitors;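 active = cell survival signal 2 SD away from solvent-only control wells, confirmed on one or two retests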;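 note: 3 h compound exposure then viability read about one day after UV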
# Calls only; i = inactive; + = active, no number. Only part of the results is shown; rates above refer to the full screens.
SMILES,PL synth Enamine
CCCc1cc(CCC)n2cc(Cc3cn4c(CCC)cc(CCC)nc4n3)nc2n1,i
OCCNc1nc2ccccc2[nH]1,i
BrC(=C\c1ccccc1)/C=N/N(c1ccccc1)c1ccccc1,i
Cc1sc2nc(CSc3nnc(NC4CC4)s3)[nH]c(=O)c2c1C,i
Cc1cc(C(=O)COC(=O)C2CC3CCCC(C2)C3=O)c(C)n1C (stereo not given),i
COCC[n+]1c(C)cc(C=C2Sc3ccc4ccccc4c3N2C)cc1C,i
CCCCCn1c(=S)[nH]c2sc3c(c2c1=O)CCC3,i
OC(COCc1ccccc1)CN1CCCCC1 (stereo not given),i
CCOC(=O)c1c(C)[nH]c(C(=O)COC(=O)Cn2c(C)csc2=O)c1C,i
COc1ccc(C2=Nc3ccccc3SC(c3ccc(OC)c(OC)c3)C2)cc1 (stereo not given),i
CC1CCCC(C)N1C(=O)CN1C(=O)NC2(CCCCCC2)C1=O (stereo not given),i
COc1cc(/C=N/Nc2nncc3ccccc23)cc(OC)c1OC,i
Cc1ccc(-n2c(C)c3c(c2C)P(=S)(Nc2ccc([N+](=O)[O-])cc2Br)N(c2ccccc2)N=C3)cc1 (stereo not given),i
Cn1nnnc1SCc1cc(Cl)c2c(c1)OCCO2,i
CC1(C)C2CC=C(/C=N/NC(=S)NC3CCCCC3)C1C2 (stereo not given),+
O=[N+]([O-])c1cc2c(c(COc3ccc(Cl)c(Cl)c3)c1)OCOC2,i
Cc1cc(C)cc(C(O)C(F)(F)F)c1 (stereo not given),i
O=C1NC(=S)N/C1=C\c1ccc2c(c1)OCO2,i
COc1ccc(NC(=S)Nc2ccc3cn[nH]c3c2)cc1,i
C=CC[n+]1c2n(c3ccc(F)c(F)c31)CCCCC2,i
C=CCSc1nnc(NC(=O)Cn2cnc3c2c(=O)n(C)c(=O)n3C)s1,i
Cc1cc(C(=O)COC(=O)CC23CC4CC(CC(Br)(C4)C2)C3)c(C)n1CC1CCCO1 (stereo not given),i
CCOC(=O)CC(=O)CSc1n[nH]c(=O)[nH]c1=O,i
CN(C)CCNC(=S)NC1CCCCC1,i
C=CCn1c(=O)c2ccccc2n2c(SCc3cc(=O)oc4ccc5ccccc5c34)nnc12,i
c1csc(-c2cc(CSc3nnnn3C3CC3)no2)c1,i
Clc1cccc(Cl)c1/C=C/c1nc2c(ccc3ccccc32)s1,i
CC1CCc2c(sc3[nH]c(=S)[nH]c(=O)c23)C1 (stereo not given),i
O=C1N/C(=N/N=C/c2ccc(F)cc2)SC1Cc1ccc(SC(F)F)cc1 (stereo not given),i
CCOC(=O)c1c(C)[nH]c(C(=O)C(C)SCC(=O)OC)c1C (stereo not given),i
Fc1ccc(NC(=S)Nc2ccc(SC(F)(F)C(F)(F)C(F)(F)F)cc2)cc1,i
Cc1nc(SCC(=O)N2CCNC2=O)c2c3c(sc2n1)CCC3,i
Cc1nc(SCC(=O)NCCN2C(=O)CSC2=O)c2c3c(sc2n1)CCC3,i
COCCN1CC2=C(C1=O)C(c1cc(OC)c(OC)c(OC)c1)NC(=O)N2 (stereo not given),i
CC(C)CCNC(=O)NC(=O)CSc1ncn[nH]1,i
Cc1cc(C(=O)Cn2ccsc2=N)c(C)n1C1CC1,i
COc1ccc(C2CC(c3ccc(OC)c(OC)c3)=NN2S(C)(=O)=O)cc1 (stereo not given),i
COc1cc(-c2cc(-c3nnco3)c3ccccc3n2)cc(OC)c1OC,i
FC(F)(F)c1nc(N2CCN(Cc3ccc(Cl)s3)CC2)c2ccccc2n1,i
O=c1c2cc([N+](=O)[O-])ccc2nc2n1CCC2,i
CC(=O)Nc1sc(C)c(C)c1C(=O)OCC(=O)N1CC2(C)CC1CC(C)(C)C2 (stereo not given),i
Cn1c(SCc2cn3cc(Cl)ccc3n2)nc2ccccc21,i
CC(C)N(C(=O)CN1CCN(S(=O)(=O)c2ccc(Br)s2)CC1)C(C)C,i
C=CCn1c(SCC(C)=O)nc2sc(C)c(C)c2c1=O,i
C=CCn1c(C)cc(C(=O)CN2C(=O)C(=O)N(CCc3cccs3)C2=O)c1C,i
NC(=S)N/N=C/c1ccc(N2CCOCC2)s1,i
O=C(O)c1csc(-c2cccs2)n1,i
Cn1/c(=N/N=C2\CC3CC=CC23)sc2ccccc21 (stereo not given),i
CCCCCC1=CCC/C1=N\NC(=S)NCCOC,i
CCOC(=O)c1c(C)[nH]c(C(=O)OCC(=O)c2cc(C)n(CC3CCCO3)c2C)c1C (stereo not given),i

# Continued.
SMILES,PL synth Enamine
Cc1cc(C(=O)NNC(=O)C2CC2)n[nH]1,i
Cc1nn(CC(=O)N(C)C)c(C)c1S(=O)(=O)N(C)C,i
CC(C)(C)c1ccc(-c2n[nH]c(=S)n2C2CCCC2)cc1,i
O=C(C1=C2Sc3ccccc3N2C(O)(C(F)(F)F)C(C(=O)C(F)(F)F)=C1)c1ccccc1 (stereo not given),i
O=c1c2c3c(sc2ncn1/N=C/c1cccs1)CCCC3,i
O=C(O)CCCCCN1C(=O)CSC1=S,i
O=c1[nH]c2c(s1)C(c1ccc(OCc3ccccc3)cc1)C1C3CCC(C3)C1S2 (stereo not given),i
CC(=O)OCC(=O)CC12CC3CC(CC(C3)C1)C2,i
Cc1ccccc1C1=NC(c2cc(Br)ccc2O)ON1 (stereo not given),i
S=c1n(CN2CCCC2)nc(-c2c[nH]c3ccccc23)n1CC1CCCO1 (stereo not given),i
COc1ccc(OCCCSc2ncnc3sc4c(c23)CCC4)cc1,i
CC1CCc2c(sc3nc(CN4CCOCC4)nc(N(C)C4CCCCC4)c23)C1 (stereo not given),i
CC1CCCCC1NC(=O)Cn1cc([N+](=O)[O-])ccc1=O (stereo not given),i
COc1cc(-c2nn(CN3CCN(c4ccccn4)CC3)c(=S)o2)cc(OC)c1OC,i
Cc1cnc(C(=O)OCC(=O)NN2C(=O)NC3(CCC(C)CC3)C2=O)cn1 (stereo not given),i
CN1CCN(c2nc3ccccc3nc2NS(=O)(=O)c2cccs2)CC1,i
FC(F)(F)c1cccc(N2CCN(Cn3nc(-c4ccc5c(c4)OCO5)oc3=S)CC2)c1,i
Nc1c(C(=O)CSc2nnc(C3COc4ccccc4O3)o2)c(=O)[nH]c(=O)n1C1CC1 (stereo not given),i
Cc1sc2ncnc(N/N=C/c3ccc(N4CCOCC4)s3)c2c1C,i
CCCCN(C1CCS(=O)(=O)C1)S(=O)(=O)c1ccc(Cl)c(Cl)c1 (stereo not given),i

# Next section, overlapping the part above by 5 compounds.
SMILES,PL synth Enamine
CN1CCN(c2nc3ccccc3nc2NS(=O)(=O)c2cccs2)CC1,i
FC(F)(F)c1cccc(N2CCN(Cn3nc(-c4ccc5c(c4)OCO5)oc3=S)CC2)c1,i
Nc1c(C(=O)CSc2nnc(C3COc4ccccc4O3)o2)c(=O)[nH]c(=O)n1C1CC1 (stereo not given),i
Cc1sc2ncnc(N/N=C/c3ccc(N4CCOCC4)s3)c2c1C,i
CCCCN(C1CCS(=O)(=O)C1)S(=O)(=O)c1ccc(Cl)c(Cl)c1 (stereo not given),i
Nc1ccc(S(=O)(=O)C(F)F)cc1,i
O=C1c2cccn2CC1C(c1ccncc1)C1Cn2cccc2C1=O (stereo not given),i
COc1ccc(N=c2scc(-c3cc(OC)ccc3OC)n2N=C2CCCC2)cc1,i
FC(F)Oc1ccc(C2C=C(c3ccc(Cl)cc3)Nc3ncnn32)cc1 (stereo not given),i
Cc1oc(-c2ccc(F)cc2)cc1-c1nn2c(-c3ccoc3C)nnc2s1,i
O=C(O)c1cn(C2CC2)c2cc(N3CCN(C4CC(=O)N(c5cc(Cl)cc(Cl)c5)C4=O)CC3)c(F)cc2c1=O (stereo not given),i
O=C(N=C1N=C2N=CC=CN2Cc2ccccc21)Nc1ccc(Cl)c(Cl)c1,i
COCCn1c(-c2ccc([N+](=O)[O-])o2)nc2c1c(=O)[nH]c(=O)n2CC(C)C,i
O=C(Nc1ccnn1Cc1cccs1)c1ccc(Br)s1,i
O=C(C1=C2SC=C(c3ccc(Br)cc3)N2CC1)c1ccc(Br)cc1,i
O=C(COC(=O)c1ncc(Cl)c(Cl)c1Cl)c1ccc(Cl)s1,i
CC1CCC(C(C)C)C(OC(=O)C[n+]2ccsc2N)C1 (stereo not given),i
CCC(C)[n+]1c(C)cc(C=C2Sc3ccccc3N2CC)cc1C (stereo not given),i
Cc1c(C(=O)OCC(=O)c2ccc[nH]2)sc2nc3n(c(=O)c12)CCC3,i
O=C(O)CCc1ccc(-c2cccs2)n1CC(=O)O,i
S=C(N=P(c1ccccc1)(N1CCOCC1)N1CCOCC1)N1CCOCC1,i
C(/C=C/Nc1ccccc1)=Nc1ccccc1,i
O=P(CCCO)(Cc1ccccc1)Cc1ccccc1,i
CSCCC(=O)N1CCN(CC(=O)N2CCCC2)CC1,i
S=c1[nH]nc(COc2ccc(Cl)cc2)o1,i
O=C1Nc2ccc([N+](=O)[O-])cc2/C1=N/n1cnnc1,i
CC(C)(C)c1cc(NC(=O)CSc2nnc(N)s2)on1,i
O=C(NN1C(=O)NC2(CCCCC2)C1=O)c1ccc(Cl)s1,i
COc1cc(/C=N/OCc2cccc3ccccc23)ccc1OC(F)F,i
COC(=O)Nc1ccc(S(=O)(=O)OCC(F)(F)C(F)(F)C(F)(F)C(F)F)cc1,i
CN1CCN(/N=C/c2ccc(N(C)C)cc2)CC1,i
CC(C)(C)NC(=O)C(F)(F)F,i
O=[N+]([O-])c1cc(S(=O)(=O)N2CCOCC2)ccc1N1CCCC1,i
O=[N+]([O-])c1cccc2nc(/C=C/c3c(F)c(F)c(F)c(F)c3F)ccc12,i
CCC(C)NS(=O)(=O)c1ccc(I)cc1 (stereo not given),i
Cc1cc(NC(=O)CSc2nc(C)c(C)n2C2CCCCC2)no1,i
C=CCNC(=O)NC(=O)CN1C(=O)NC2(CCCC2)C1=O,i
CCNC(=O)NC(=O)C(C)OC(=O)Cn1cnc2c1c(=O)n(C)c(=O)n2C (stereo not given),i
CSc1nc2ncc(C(=O)c3cc(Cl)cc(Cl)c3O)cc2c(=O)[nH]1,i
O=[N+]([O-])c1cc(Br)ccc1N1CCN(c2ccccc2)CC1,i
O=S1(=O)CCC(NC(=S)Nc2cccc(Br)c2)C1 (stereo not given),i
O=C(Cn1cnc([N+](=O)[O-])n1)NCCC1=CCCCC1,i
COC(=O)c1cc(C(O)(C(F)(F)F)C(F)(F)F)c(N=CN(C)C)s1,i
COC(=O)C(O)(CC(=O)O)C(F)(F)F (stereo not given),i
Cc1cc(NC(=O)CSc2nc(O)cc(=O)n2CC(C)C)no1,i
O=S(=O)(c1ccc(SC2Cc3ccccc3C2O)nc1)N1CCOCC1 (stereo not given),i
CN(C)/N=C/C=C1\CC/C(=C\c2cccs2)C1=O,i
O=C(NC1CCSc2ccccc21)C12CC3CC(CC(Cl)(C3)C1)C2 (stereo not given),i
Cc1ccc2nc(COC(=O)CC34CC5CC(CC(Br)(C5)C3)C4)cc(=O)n2c1,i
Cc1cc(C(=O)CSc2nnnn2C)c(C)n1C(C)C,i
CC1CCC(C(C)C)C(OP(=O)(OC2CC(C)CCC2C(C)C)C(O)c2ccc(F)cc2)C1 (stereo not given),i
Cc1ccc2nc(CSc3nc(C)nc4scc(-c5cccs5)c34)cc(=O)n2c1,i
CSc1cccc(NC(=S)NCC2CCCO2)c1 (stereo not given),i
Cc1sc2ncnc(N3CCOCC3)c2c1C,i
Cc1sc2nc(C(C)OC(=O)CN3C(=O)C4CCCCC4C3=O)[nH]c(=O)c2c1C (stereo not given),i

# Shown field by field: entries from further up
> CN(C)/N=C/C=C1\CC/C(=C\c2cccs2)C1=O
  PL synth Enamine: i
> O=C(NC1CCSc2ccccc21)C12CC3CC(CC(Cl)(C3)C1)C2 (stereo not given)
  PL synth Enamine: i
> Cc1ccc2nc(COC(=O)CC34CC5CC(CC(Br)(C5)C3)C4)cc(=O)n2c1
  PL synth Enamine: i
> Cc1cc(C(=O)CSc2nnnn2C)c(C)n1C(C)C
  PL synth Enamine: i

# (listing goes on)
SMILES,PL synth Enamine
CCCCn1c(=O)[nH]c(=O)c2c1nc(COC(=O)C13CC4CC(CC(O)(C4)C1)C3)n2CCC,i
O=C(Nc1cccc2ccccc12)N(C1=NCCS1)c1ccccc1,i
O=C1Nc2ccc(Br)cc2C1(O)C(F)(F)F (stereo not given),i
COC(=O)c1sc2nc(C)nc(N3CCC(C(=O)OC)CC3)c2c1C,i
O=C(CCSCCC(=O)NCc1ccco1)NCc1ccco1,i
Oc1ccc(Cl)cc1N=Cc1ccco1,i
CN(C)CCCNCCP(=O)(c1ccccc1)c1ccccc1,i
CCN(CC(=O)NC(C)(C)C)C(=O)Cn1c(=O)c2c(ncn2C)n(C)c1=O,i
CC(C)(C)P(=NC(=S)NCCCO)(N1CCCCCC1)N1CCCCCC1,i
COc1ccc2c(c1)NC1(O)c3ccccc3C(=O)C21O (stereo not given),i

# Continued; it opens with the two that closed the last part.
SMILES,PL synth Enamine
CC(C)(C)P(=NC(=S)NCCCO)(N1CCCCCC1)N1CCCCCC1,i
COc1ccc2c(c1)NC1(O)c3ccccc3C(=O)C21O (stereo not given),i
O=S(=O)(NC1CCCCCCC1)c1ccc(Cl)cc1,i
O=C(O)c1ccc(-c2c(C(F)(F)F)oc3cc(O)ccc3c2=O)cc1,i
Cc1nn(CC(=O)N2CCOCC2)c(C)c1S(=O)(=O)N1CCOCC1,i
CCOC(=O)c1c(C)[nH]c(C(=O)COC(=O)Cn2cc(C(F)(F)F)ccc2=O)c1C,i
CCC(CC)NC(=O)COC(=O)C1=CC=CN2CCS(=O)(=O)N=C12,i
O=S(=O)(NCc1ccc2c(c1)OCO2)C1=Cc2ccccc2CC1,i
